Source: PubChem (several laboratories)
Hsp90 inh: displaces geldanamycin probe from tumor Hsp90; P07900; NCI-N417 lysate Hsp90, Cy3B-geldanamycin FP displacement; inhibition, % at 30 µM; hit rate 0.35% among 64,000; AID 429;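 active means inhibition above 50%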;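 further: 0% = tracer plus lysate wells and 100% = tracer alone without lysate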
JNK3 inh: JNK3 (human) kinase inhibition. P53779. purified JNK3 kinase activity, HTS. inhibition, % at 8 µM. hit rate 0.61% among 60,000; in the data active means inhibition above about 17%;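 further: 0% = DMSO and 100% = reference inhibitor; many of its hits are not listed in these tables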
DUSP1 inh: blocks human MKP-1 phosphatase activity | inhibition, %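 (compounds tested at a single concentration somewhere between 10 and 100 µM)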 | recombinant MKP-1, OMFP hydrolysis fluorescence | hit rate 0.15% among 65,000 | AID 374 | P28562;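 active means inhibition above about 50%, limit read from the data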;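 further: 0% = DMSO max control wells and 100% = wells with enzyme stopped by NaOH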
Autofluor 339: intrinsic fluorescence of library compounds, ex339/em460 – biochemical, MLSMR library, data from DPM-DC assay, artefact control, profiling panel; hit rate 5.5% among 65,000; AID 709; fluorescence fold increase at 10 µM; compound autofluorescence, ex339/em460 nm, NADH buffer; active compounds read high; 1 = no-compound wells, NADH background;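 active means at 10 µM, mean starting fluorescence two-fold or more over control wells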;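 further: signal is the first read of a kinetic run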
Cdc25B inh: human M-phase inducer phosphatase 2 inhibition | inhibition, %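 (compounds tested at 10 µM final in the well)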 | P30305 | hit rate 0.1% among 65,000 | AID 368 | recombinant Cdc25B, OMFP fluorescence Ex485/Em525; in the data active means inhibition above about 50%
ROCK2 blocker: ROCK2 (human) kinase inhibition. purified ROCK2, Kinase-Glo ATP depletion luminescence. inhibition, % at 6 µM. hit rate 0.35% among 60,000;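 active means inhibition above the screen-wide mean inhibition plus 3 SD, cut at about 18% in these data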;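 further: plate controls were DMSO wells for no effect and Y-27632 control wells after no-enzyme background subtraction for full effect; many of its hits are not listed in these tables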
Target sequence (O75116 whole entry, looked up): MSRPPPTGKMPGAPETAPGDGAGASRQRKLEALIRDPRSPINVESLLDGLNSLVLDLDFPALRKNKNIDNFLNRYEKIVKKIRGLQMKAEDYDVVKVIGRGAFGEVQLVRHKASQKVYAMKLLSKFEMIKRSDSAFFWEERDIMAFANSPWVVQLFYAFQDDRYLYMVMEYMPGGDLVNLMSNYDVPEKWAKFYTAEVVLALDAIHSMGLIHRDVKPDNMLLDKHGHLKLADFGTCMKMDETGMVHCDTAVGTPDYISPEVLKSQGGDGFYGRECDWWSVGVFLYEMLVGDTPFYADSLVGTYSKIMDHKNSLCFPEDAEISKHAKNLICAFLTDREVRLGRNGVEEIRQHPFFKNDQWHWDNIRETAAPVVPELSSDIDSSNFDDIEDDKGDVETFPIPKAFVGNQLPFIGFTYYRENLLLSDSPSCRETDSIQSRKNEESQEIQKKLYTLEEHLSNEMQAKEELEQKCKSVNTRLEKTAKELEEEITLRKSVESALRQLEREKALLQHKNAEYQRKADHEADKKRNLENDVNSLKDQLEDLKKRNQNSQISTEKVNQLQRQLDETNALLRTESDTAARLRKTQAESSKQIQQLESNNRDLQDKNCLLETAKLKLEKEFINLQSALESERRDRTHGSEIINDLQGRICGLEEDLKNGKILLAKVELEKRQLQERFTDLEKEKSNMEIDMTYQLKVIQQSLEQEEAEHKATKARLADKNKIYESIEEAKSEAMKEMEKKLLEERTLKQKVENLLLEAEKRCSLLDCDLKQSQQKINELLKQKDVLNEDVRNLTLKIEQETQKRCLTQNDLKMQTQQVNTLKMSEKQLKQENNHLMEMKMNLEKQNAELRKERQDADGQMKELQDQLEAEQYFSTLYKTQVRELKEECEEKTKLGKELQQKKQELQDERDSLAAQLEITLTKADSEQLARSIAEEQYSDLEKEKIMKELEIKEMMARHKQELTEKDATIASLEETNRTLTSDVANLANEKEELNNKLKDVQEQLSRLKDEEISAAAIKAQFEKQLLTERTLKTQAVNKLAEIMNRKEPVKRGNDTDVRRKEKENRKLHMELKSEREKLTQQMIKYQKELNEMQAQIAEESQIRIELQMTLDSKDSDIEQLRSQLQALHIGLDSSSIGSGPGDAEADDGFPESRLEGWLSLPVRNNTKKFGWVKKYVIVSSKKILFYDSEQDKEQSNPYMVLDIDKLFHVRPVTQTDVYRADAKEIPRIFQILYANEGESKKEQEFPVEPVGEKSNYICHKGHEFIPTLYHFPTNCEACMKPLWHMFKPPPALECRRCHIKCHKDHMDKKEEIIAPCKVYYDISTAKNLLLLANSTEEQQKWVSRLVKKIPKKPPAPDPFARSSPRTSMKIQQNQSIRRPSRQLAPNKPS
A340 absorber: absorbance at 340 nm; compound absorbance at 340 nm, fold over control; fold change at 10 µM; 65,000 tested, under 10 active;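 active means at 10 µM dose, initial 340 nm absorbance at least 2 fold that of control wells; inactive means change under 2 fold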;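 further: initial absorbance extrapolated from kinetic A340 decline of NADH oxidation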
Her2 expr inh: lowers expression of human Her2 kinase | P04626 | SKBR-3 HER2 protein level, AlphaScreen, 18-24 h; active compounds read low | HER2 level % of control, % at 10 µM | hit rate 0.69% among 65,000 | AID 645;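 active means HER2 level under 5% of the carrier-only control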;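 further: 100% = DMSO carrier and 0% = 500 nM PU-H71 HSP90 inhibitor; lower value means stronger loss of Her2 protein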
PKA kinase inh: inhibitors of human protein kinase A; PKA Kemptide phosphorylation, Kinase-Glo ATP luminescence; inhibition, % at 6 µM; hit rate 0.1% among 65,000;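 active means inhibition above the screen-wide mean inhibition plus 3 SD, cut at about 21% in these data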; further: many of its hits are not listed in these tables
* hit, by the source's call; x = no result given.

SMILES	Hsp90 inh	JNK3 inh	DUSP1 inh	Autofluor 339	Cdc25B inh	ROCK2 blocker	A340 absorber	Her2 expr inh	PKA kinase inh
Cc1oc2nc(SCCCC(=O)NCCCO)nc(N)c2c1C	3.7	1.1	-10.4	1.04	3.6	0.9	0.99	85.4	-7.2
O=C(O)CCC(=O)N(Cc1cccnc1)Cc1cccc(F)c1	2.7	-1.9	-2.3	1.04	-14.7	-7.4	1.01	77.2	-9.9
c1ccc(Sc2nc(N3CCCCC3)nc(N3CCCCC3)n2)nc1	x	x	-1.2	1.15	-1.9	x	1.04	x	x
O=C(CCc1ccccc1)Nc1cc(Cl)ccc1O	x	x	1.9	1.08	-12.5	x	1.02	49.0	x
CCc1ccccc1NC(=O)c1cnc2n(c1=O)CCS2	-3.4	5.0	2.0	0.95	-4.2	3.1	1.01	110.8	6.3
Cn1cc(CN2CCN(c3ccccc3)CC2)c2ccccc21	-6.9	x	-6.5	1.06	-11.5	x	0.99	83.9	2.8
CCOC(=O)c1c(CN2CCN(C)CC2)n(C)c2cc(Br)c(OC)cc12	-6.5	-4.1	5.0	1.05	0.5	3.0	1	104.2	5.3
Cc1ccc(N2C(=O)c3ccccc3C2O)nc1 (stereo not drawn)	-1.4	-1.5	-11.0	1.07	-6.8	-40.9	1	82.4	-39.4
Cc1ccc2c(c1)N(CC(=O)N1CCc3ccccc3C1)C(=O)CO2	-3.3	6.1	2.3	1.08	4.0	6.2	0.98	93.0	11.8
COCCn1c(C)cc(C(=O)CSc2nnc3ccccn23)c1C	7.8	-4.7	-1.4	1.07	-3.1	-2.7	1.06	93.8	1.6
O=C1C2CC=C(Cl)CC2C(=O)N1CCc1ccccc1 (stereo not drawn)	-10.6	7.2	41.3	1.15	-6.0	0.2	1.04	91.1	4.0
CCCNS(=O)(=O)c1ccc(CCC(=O)N2CCC(C)CC2)cc1	-0.8	x	6.4	1	-8.1	x	0.98	83.1	2.3
COc1ccccc1CNC(=O)C1CCCN1S(=O)(=O)c1cccc2cccnc12 (stereo not drawn)	-4.5	1.5	8.5	1.11	3.3	0.7	1.06	72.9	-0.7
c1coc(CNc2c3c(nc4ncnn24)CCCC3)c1	x	x	9.5	1.11	-13.9	x	1.02	55.7	4.3
O=C(Cn1[nH]c(=O)c2ccccc2c1=O)Nc1ccc2c(c1)CCC2	-4.1	1.3	28.2	1.07	-2.8	5.7	0.99	58.4	3.3
CC(C)=CC(=O)OCC(=O)Nc1ccc(F)cc1Cl	-1.1	7.3	-3.8	1.02	-11.7	5.8	1	94.7	7.2
CCCC(NC(=O)CNC(=O)C(C)(C)C)C(=O)O (stereo not drawn)	-0.6	6.6	15.9	1.05	-9.5	2.6	1	128.5	4.7
CC1(C)N=C2C(=[N+]1[O-])CCC/C2=N\O	1.7	4.3	2.7	1.06	2.1	3.3	1.03	81.8	6.1
O=C(O)COc1ccc2occ(C(=O)c3ccccc3)c2c1	-3.4	1.0	1.3	1.02	-16.1	7.4	1.01	87.1	9.6
Cc1ccc(-n2nc3c([n+]2[O-])CCc2c-3no[n+]2[O-])cc1	-3.4	1.6	-11.7	1.12	-15.4	5.3	1.03	69.8	6.2
Cc1cccc(N2CCN(C(=O)c3cc4c(=O)[nH]c5ccccc5c4n3C)CC2)c1C	-7.4	-9.0	50.9*	1.09	24.5	-1.3	0.99	64.6	8.2
NC(=O)Cc1c[nH]c2cccc(O)c12	6.1	-7.3	-2.7	1.08	-1.9	8.9	1.02	80.1	6.9
O=C(CS(=O)(=O)c1cn(Cc2cccc(F)c2)c2ccccc12)N1CCCCC1	x	x	6.3	1.1	-16.7	x	1.07	58.2	4.8
CCC(=O)Nc1ccc(S(=O)(=O)N2CCc3ccccc3C2)cc1	-4.5	6.2	15.4	1.06	-3.9	2.3	1.03	99.0	3.7
CCOC(=O)N1CCN(CC(O)COCC2=CCC3CC2C3(C)C)CC1 (stereo not drawn)	1.6	1.4	2.9	1.04	-0.5	2.2	1.01	102.4	0.0
COc1ccc(N(CC(=O)Nc2cccc(SC)c2)S(C)(=O)=O)cc1	-1.1	-3.9	-4.2	1.06	-9.9	-0.5	1.03	100.5	4.5
COc1ccc(-c2nc(C#N)c(NCc3ccccc3Cl)o2)cc1OC	-0.1	0.7	-2.4	3.95*	-6.5	7.8	1.02	64.6	11.8
CCN1CC2CCCC3(C1)C(=O)NC1(CCCCC1)N=C23 (stereo not drawn)	-1.7	3.3	-0.2	1.17	5.3	-3.1	1	87.4	-4.1
CCCSc1nnc(-c2cccc(S(=O)(=O)N(C)C)c2)n1-c1cc(OC)ccc1OC	-0.6	-1.5	13.3	1.08	-10.2	2.2	0.98	96.8	5.1
O=c1c(F)cn(C2CCCO2)c(=O)n1Cc1ccccc1F (stereo not drawn)	1.7	0.8	4.8	1.12	-1.5	-2.0	1.04	104.7	0.9

Among those listed so far, 4 have a Cl atom:
SMILES	Hsp90 inh	JNK3 inh	DUSP1 inh	Autofluor 339	Cdc25B inh	ROCK2 blocker	A340 absorber	Her2 expr inh	PKA kinase inh
O=C(CCc1ccccc1)Nc1cc(Cl)ccc1O	x	x	1.9	1.08	-12.5	x	1.02	49.0	x
O=C1C2CC=C(Cl)CC2C(=O)N1CCc1ccccc1 (stereo not drawn)	-10.6	7.2	41.3	1.15	-6.0	0.2	1.04	91.1	4.0
CC(C)=CC(=O)OCC(=O)Nc1ccc(F)cc1Cl	-1.1	7.3	-3.8	1.02	-11.7	5.8	1	94.7	7.2
COc1ccc(-c2nc(C#N)c(NCc3ccccc3Cl)o2)cc1OC	-0.1	0.7	-2.4	3.95*	-6.5	7.8	1.02	64.6	11.8

More results follow.
SMILES	Hsp90 inh	JNK3 inh	DUSP1 inh	Autofluor 339	Cdc25B inh	ROCK2 blocker	A340 absorber	Her2 expr inh	PKA kinase inh
O=C(C1CCCCC1)N1CCN(S(=O)(=O)c2ccc(Br)cc2)CC1	-0.9	1.2	-0.2	1.06	-16.1	7.5	1.02	100.2	7.8
COc1cccc(NC(=O)CCN2CCN(c3ccccc3F)CC2)c1	x	x	-1.5	1.02	-10.9	x	1.02	108.1	x
Nc1nnc(C(=O)c2ccccc2N)s1	-8.2	2.9	6.8	1	24.6	-1.5	1.02	94.2	-0.6
CCOC(=O)CCCNC(=O)CCNC(=O)c1ccc(OC)cc1	7.1	-3.5	-4.9	1.07	-8.8	1.5	1.04	121.0	8.2
Cc1ccc(CCN2CC(C(=O)NCCN3CCCCCC3)CC2=O)cc1 (stereo not drawn)	1.3	-7.1	13.3	1.11	7.4	-7.1	1.04	78.3	-9.1
O=S(=O)(Cc1ccccc1)N1CCCCCC1	-6.3	-5.8	-10.7	1.07	-4.1	7.9	1	144.4	6.2
CCc1cccc(NC(=O)NC2CCCCC2)c1	-7.2	0.2	-13.5	1.1	5.5	1.6	1.03	94.0	-1.1
O=C(COC(=O)C1=COCCO1)NCCCc1ccccc1	-0.8	0.3	0.1	1.09	-13.4	5.4	1.01	108.5	9.3
Cc1nc2ccccc2n1CC(=O)NCc1ccccc1	-15.3	0.0	-5.0	1.07	-21.3	8.3	1	127.7	11.6
COc1cc2c(cc1OC)C(C(=O)NCC1COc3ccccc3O1)C(c1cccnc1)N(C)C2=O (stereo not drawn)	x	x	10.1	1.14	-11.6	x	1.03	78.4	-4.5
Cc1cc(C)n(Cc2ccccc2F)c(=O)c1C#N	-1.7	-8.3	7.8	1.23	-6.1	3.1	1.14	54.4	7.8
CCS(=O)(=O)N1CCCC(C(=O)NCCN(C)Cc2ccccc2)C1 (stereo not drawn)	-2.5	5.2	-2.8	1.11	0.3	-2.8	0.99	99.2	4.0
CCC12CN3CC(CC)(CN(C1)C3c1ccccc1Cl)C2O (stereo not drawn)	-1.4	0.1	-19.9	1.03	-8.6	5.8	0.97	115.2	7.7
COc1ccc(CN(C(=O)c2ccco2)c2ccc(C)cc2)cc1OC	0.8	7.6	19.7	0.98	-12.6	5.6	1.02	110.1	4.6
CCN(CC)S(=O)(=O)c1ccc2c(c1)c(=O)c(C(=O)N1CCOCC1)cn2C	-0.1	-1.7	8.7	0.99	-14.7	2.0	1.02	98.5	6.5
CCOC(=O)CN(C(=O)CSc1nnc(-c2ccc(OC)c(OC)c2)o1)c1ccc(F)cc1	-3.0	0.0	8.3	1.1	-20.4	1.8	1	94.1	-2.3
C/C=C/c1ccc(OCCCn2cncn2)c(OC)c1	-5.2	2.9	-24.9	1.12	-7.7	3.9	1.01	126.4	5.2
CCNC(=O)NC(=O)C(C)Oc1ccc(C(=O)OC)cc1 (stereo not drawn)	-4.2	-1.5	-0.5	1.03	-14.2	1.8	0.99	124.0	10.0
COC(=O)C1=C(C)NC(C)=C(C(=O)OC)C1C(=O)OCCN1C(=O)c2ccccc2C1=O	2.8	-3.0	16.3	1.13	-7.3	4.7	1.05	122.0	9.9
CC1=C(C(=O)OC2CCCC2)C(c2ccc(C)o2)C2=C(CC(c3cccs3)CC2=O)N1 (stereo not drawn)	-1.9	-5.5	2.8	1.07	-0.8	1.9	0.99	101.2	-0.7
Cc1cc(NC(=O)Nc2cccc(C(F)(F)F)c2)no1	1.2	7.6	4.2	1.15	-3.9	0.6	1.02	94.1	-6.0
COc1cccc(-c2nnc(NC(C)=O)o2)c1	-1.7	-3.8	-0.7	1.04	-8.5	-4.3	0.96	91.4	6.6
COC(=O)c1cc(OC)c(OC)cc1NC(=O)c1c(-c2ccccc2)noc1C	-15.0	-1.9	10.3	1.14	-8.1	4.1	1.03	62.7	5.3
COCCOC(=O)C1=C(C)N(Cc2ccccc2)C(=O)NC1c1cccc(OC)c1OC (stereo not drawn)	-4.5	-1.3	1.5	1.06	1.6	3.6	1.01	107.1	11.1
CN1C(=O)c2ccccc2C(C(=O)O)C1c1cn(C)c2ccccc12 (stereo not drawn)	1.2	-3.0	-7.0	1.15	-18.2	1.9	0.99	103.0	7.5
O=C(O)CSC1=NCCN1	-1.2	-2.7	2.7	1.13	-5.8	0.7	0.98	78.1	5.1
CCC(=O)Nc1cc(-c2nnc(OC)c3ccccc23)ccc1N1CCOCC1	-3.0	4.0	-5.1	1.1	1.7	7.8	1.03	82.3	-0.3
CC(C)(C)NC(=O)CSc1nnc(Cc2ccc3c(c2)OCO3)n1C1CCCCC1	0.7	-0.6	-11.6	1.02	-5.4	-1.1	1.02	92.8	4.5
Cc1ccc(S(=O)(=O)N2CCN(C(=O)CSc3nc4ccccc4c(=O)[nH]3)CC2)c(C)c1	0.3	0.7	12.9	1.02	32.5	10.3	0.99	109.9	4.1
COCCNC(=O)C(c1ccco1)N(C(=O)Cn1nnc2ccccc21)c1cc(C)ccc1C (stereo not drawn)	-5.0	-1.5	21.5	1.03	0.9	3.4	0.97	98.1	-1.4
CCOc1ccc(C2C(C#N)=C(N)SC(N)=C2C#N)c(OCC)c1	-4.1	8.6	-8.6	1.11	9.8	-3.6	1.08	100.0	-1.3
CC(C)(C)OC(=O)N1CC=C2C(C#N)=C(N)C(C#N)(C#N)[C@H](c3cccnc3)[C@H]2C1	-5.7	-2.0	0.3	1.42	-26.1	0.3	1.03	91.1	3.7
COc1cc(C)c(S(=O)(=O)Nc2ccccc2F)cc1C	-1.8	0.0	6.3	1.08	0.8	5.0	1.02	85.2	7.7
CSc1nc(-c2ccco2)nn1C(=O)c1ccc(C)cc1	-2.1	10.4	-2.4	1.06	-16.1	5.7	1.04	117.1	2.7
N#Cc1c(N)c(C(=O)c2ccccc2)n2c1CCCC2	-3.9	-5.9	-8.7	1.07	-7.3	-9.3	1.05	114.2	9.2
CCC(C)NC(=O)C1(C)CCC(=O)N1CCc1ccc(OC)c(OC)c1 (stereo not drawn)	-3.7	-8.1	3.3	1.03	-9.9	3.0	0.99	93.3	9.6
O=S(=O)(NC1CCCC1)c1ccc(S(=O)(=O)N2CCCN(Cc3ccccc3)C2)cc1	1.4	1.9	12.6	1.04	-17.2	0.6	1.02	98.2	2.1
CCCOc1ccc(-c2nc(C#N)c(N3CCN(C)CC3)o2)cc1	1.2	-3.9	-2.7	3.87*	1.9	-7.6	1.1	119.6	-2.0

These rows are one share of the data (hit frequency here may not be typical).
